Pin1 inh: blocks the human prolyl isomerase Pin1. Pin1 FP peptide displacement, HiFluor488, 10 min. AID 504891. Potency, µM (series often up to 115 µM), for the others: top-dose activity, negative = inhibition, hits mostly inhibitors. 390,000 compounds, 0.009% hits; active = well fitted inhibition curve with a large enough effect in the polarisation, with a control signal flat, not every such curve was filed as active; inconclusive = small, poorly fitted or top-dose-only effect, or effect the other way, or a change in a side signal; inactive = no such curve, though single readings can be large or run the other way; the % refers to the polarisation; also: potency is read from the fitted curve at half-maximal effect; % is scaled to controls: 0 for no effect and ±100 for the full control effect
HP1b chromo inh: inhibitors of HP1-beta chromodomain binding to methylated histone tails. 390,000 compounds, 0.56% hits. Potency, µM (doses to about 114 µM), inactives show top-dose activity change, negative = inhibition, usual class: inhibitors. P83916. AlphaScreen HP1-beta / biotin-H3K9me3 peptide binding; also: potency is read from the fitted curve at half-maximal effect; nearly all actives have a fitted effect of over 70% in size; inactives centre near 23
Target sequence (P83916 whole entry, looked up): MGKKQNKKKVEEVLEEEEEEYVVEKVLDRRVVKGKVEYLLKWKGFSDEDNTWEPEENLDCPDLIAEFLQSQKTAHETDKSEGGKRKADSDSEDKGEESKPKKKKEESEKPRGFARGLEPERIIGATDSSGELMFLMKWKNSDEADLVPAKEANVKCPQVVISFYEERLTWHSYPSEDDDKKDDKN
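AlphaScreen: HP1-beta (50 nM) preformed 30 min with biotin-H3(1-18)K9me3 peptide (50 nM) in PBS pH 7.4, 0.01% Tween-20. Compound added for 30 min at RT, then streptavidin donor/nickel chelate acceptor beads (10 ug/mL) for 30 min.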
JMJD2A Tudor: blocks the human JMJD2A Tudor domain. AID 504339. 390,000 compounds, 4.4% hits. O75164. AlphaScreen JMJD2A-Tudor / H3K4me3 peptide binding. Potency, µM (doses to about 114 µM), for inactives: at the top dose activity change, negative = inhibition, hits mostly inhibitors; also: potency is read from the fitted curve at half-maximal effect; % is scaled to controls: 0 for no effect and ±100 for the full control effect; nearly all actives have a fitted effect of over 50% in size
G9a inh: inhibitors of human histone lysine methyltransferase G9a | Q96KQ7 | G9a H3K9 monomethylation, AlphaScreen, 2 h | Potency, µM (highest dose often 102 µM), inactives show at the top dose activity, negative = inhibition, usual class: inhibitors | 350,000 compounds, 8.8% hits; also: potency is read from the fitted curve at half-maximal effect; % is scaled to controls: 0 for no effect and ±100 for the full control effect; nearly all actives have a fitted effect of over 75% in size
Target sequence (Q96KQ7 913-1193 limits assumed): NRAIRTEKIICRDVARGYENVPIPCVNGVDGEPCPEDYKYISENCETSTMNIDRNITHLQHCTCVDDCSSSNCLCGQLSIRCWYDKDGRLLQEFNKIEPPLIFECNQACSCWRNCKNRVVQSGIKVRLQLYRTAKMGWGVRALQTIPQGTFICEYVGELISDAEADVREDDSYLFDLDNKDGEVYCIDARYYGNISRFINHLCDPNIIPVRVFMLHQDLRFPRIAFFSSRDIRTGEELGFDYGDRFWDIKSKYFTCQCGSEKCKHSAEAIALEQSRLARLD
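Signal arises when biotinylated H3K9 peptide, once monomethylated, bridges streptavidin donor and antibody-captured acceptor beads. Enzyme at 20 nM was preincubated 15 min with test compounds; peptide 500 nM and SAM 20 uM then reacted for 2 h.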
POLH inh: inhibitors of human DNA polymerase eta; AID 588591; Q9Y253; Potency, µM (series often up to 114 µM), without a hit: at the highest dose activity change, negative = inhibition, usual class: inhibitors; 390,000 compounds, 1.2% hits; recombinant Pol eta, fluorescent DNA replication assay; also: potency is read from the fitted curve at half-maximal effect; % is scaled to controls: 0 for no effect and ±100 for the full control effect
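Fluorescent replication assay: 50 nM final substrate added after a 15 min room-temperature compound preincubation with 10 nM enzyme. Signal taken at 0 min and again at 10 min.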
GLS inhibitor: inhibitors of human glutaminase (GLS). 410,000 compounds, 0.21% hits. O94925. Potency, µM (series often up to 45.5 µM), inactives show top-dose activity change, negative = inhibition, actives largely listed as inhibitors. GLS enzymatic activity, qHTS titration; also: potency is read from the fitted curve at half-maximal effect; % is scaled to controls: 0 for no effect and ±100 for the full control effect
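Enzyme dispensed in phosphate buffer (45 mM, pH 8.2, 0.02% Tween-20), compounds pinned in, then 1 mM L-glutamine solution and the glutamate oxidase–HRP–Amplex Red mix added; fluorescence read immediately and again after 30 min at room temperature.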
Tb PGK inh: blocks T. brucei phosphoglycerate kinase. P07378. PGK/GAPDH coupled, Kinase-Glo luminescence, 60 min. Potency, µM (highest dose often 57.5 µM), inactives show at the highest dose activity change, negative = inhibition, actives largely listed as inhibitors. 380,000 compounds, 0.043% hits. AID 602233; also: potency is read from the fitted curve at half-maximal effect; % is scaled to controls: 0 for no effect and ±100 for the full control effect; nearly all actives have a fitted effect of over 60% in size
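Recombinant glycosomal PGK reaction used 1,3-bisphosphoglycerate generated in-well by GAPDH (100nM final) in 100mM TEA pH 7.6, 5mM MgCl2, 0.01% Tween-20. After 60 minutes at room temperature, ATP was read by Kinase-Glo Plus luminescence end-point.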
PI4K2A block: inhibitors of human PI4K2A; AID 1346378; Q9BTU6; 420,000 compounds, 0.13% hits; purified PI4K2A, ADP-Glo luminescence, 1 h; hits give low values; activity change, negative = inhibition, % at 76.9 µM; in the data active = activity change below about -50%; inconclusive = mostly about -30% to -49%;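 also: -100% = wells without enzyme as full effect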
Target sequence (Q9BTU6 whole entry, looked up): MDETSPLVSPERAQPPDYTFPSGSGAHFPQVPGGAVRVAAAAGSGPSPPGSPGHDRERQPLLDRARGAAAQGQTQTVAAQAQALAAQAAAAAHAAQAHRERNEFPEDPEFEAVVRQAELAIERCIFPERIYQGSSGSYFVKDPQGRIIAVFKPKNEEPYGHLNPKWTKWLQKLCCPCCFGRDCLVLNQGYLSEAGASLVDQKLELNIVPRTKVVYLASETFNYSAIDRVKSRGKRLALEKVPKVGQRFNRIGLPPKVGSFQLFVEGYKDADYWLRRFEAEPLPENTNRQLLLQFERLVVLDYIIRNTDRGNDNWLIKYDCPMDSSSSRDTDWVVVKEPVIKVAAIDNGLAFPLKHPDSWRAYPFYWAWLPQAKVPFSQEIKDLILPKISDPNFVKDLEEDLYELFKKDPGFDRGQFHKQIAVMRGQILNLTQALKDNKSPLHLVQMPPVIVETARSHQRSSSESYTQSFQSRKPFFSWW
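PI4K2A activity was measured by ADP-Glo luminescence: enzyme (4 ug/mL stock) and phosphatidylinositol (1.2 mM stock) in Tris pH 7.5/MgCl2/EGTA/Triton X-100 buffer were reacted with ATP (300 microM stock) for one hour at ambient temperature.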
BAZ2B block: blocks human BAZ2B. Q9UIF8. 360,000 compounds, 4.4% hits. AlphaScreen BAZ2B-H3K14Ac peptide displacement. Potency, µM (highest dose often 114 µM), without a hit: top-dose activity change, negative = inhibition, usual class: inhibitors; also: potency is read from the fitted curve at half-maximal effect; % is scaled to controls: 0 for no effect and ±100 for the full control effect; nearly all actives have a fitted effect of over 60% in size
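Complex of BAZ2B and biotin-H3K14Ac (50 nM apiece) forms over 30 min at RT, then faces library compounds up to 110 uM for another 30 min; AlphaScreen beads added, 20 min dark incubation, luminescence read.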
An asterisk follows results filed as active; & = joins results of further samples; [ ] = remark or other dose. Unless noted, calls follow the shape of the dose curve; as a rule, active = well fitted curve in the direction sought with a large enough effect; inconclusive = small, poorly fitted or top-dose-only effect, or another doubt; inactive = no such curve, though single readings can be large; an effect the other way counts as inactive or inconclusive. This is a subset, so the mix of outcomes need not match the whole.

`COc1ccc(S(=O)(=O)N(C)c2ccccc2)c2cccnc12` gave Pin1 inh -6.8%, HP1b chromo inh 38.0%, JMJD2A Tudor 1.4%, G9a inh inconclusive, POLH inh -2.9%, GLS inhibitor -3.6%, Tb PGK inh -1.9%, PI4K2A block -1.4 and BAZ2B block -29.8%.
Screening CC(C)c1nnc(NC(=O)CCC(=O)Nc2ccc3cn[nH]c3c2)s1 returned Pin1 inh 5.3%, HP1b chromo inh 19.3%, JMJD2A Tudor -14.0%, G9a inh 4.9%, POLH inh -6.5%, GLS inhibitor 18.6%, Tb PGK inh -5.6%, PI4K2A block 5.6 and BAZ2B block -3.4%.
O=S(=O)(c1ccc2c(c1)C(O)c1ccccc1CC2)C(F)(F)F (stereo not drawn) was read as Pin1 inh inconclusive, HP1b chromo inh 55.5%[activator], JMJD2A Tudor -10.6%, G9a inh 7.1%[2.33 µM], POLH inh -16.7%, GLS inhibitor 4.3%, Tb PGK inh 0.8%, PI4K2A block 1.8 and BAZ2B block 5.0%.
For COc1cccc(NC(=O)CN(C)CC(=O)NCc2ccc3c(c2)OCO3)c1 the results were Pin1 inh -4.4%, HP1b chromo inh 31.4%, JMJD2A Tudor -14.4%, G9a inh -3.4%[2.33 µM], POLH inh -13.7%, GLS inhibitor -3.7%, Tb PGK inh -1.4%, PI4K2A block -6.4 and BAZ2B block 1.9%.
`Cc1ccc(C(c2sc3ncnn3c2O)N2CCCCC2)cc1` (stereo not drawn) gave Pin1 inh -1.4%, HP1b chromo inh 23.1%, JMJD2A Tudor -19.0%, G9a inh 13.8%[59 µM], POLH inh -16.3%, GLS inhibitor 6.5%, Tb PGK inh -5.7%, PI4K2A block inconclusive and BAZ2B block 9.7%.
Screening CC(CN1CCNCC1)(NS(=O)(=O)c1ccccc1)c1ccccc1 (stereo not drawn) returned Pin1 inh 0.6%, HP1b chromo inh 1.1%, JMJD2A Tudor inconclusive, G9a inh 0.3%[2.33 µM], POLH inh -4.3%, GLS inhibitor -23.9%, Tb PGK inh -0.9%, PI4K2A block 0.1 and BAZ2B block -15.6%.
Screening CC(Oc1ccccc1)C(=O)N1CCN(c2ncccn2)CC1 (stereo not drawn) returned Pin1 inh -5.7%, HP1b chromo inh 43.8%[activator], JMJD2A Tudor -14.7%, G9a inh 7.2%[12.7 µM], POLH inh -24.4%, GLS inhibitor -8.0%, Tb PGK inh -7.7%, PI4K2A block -5.1 and BAZ2B block 0.2%.
Screening Cn1cc(C=C2C(=O)OC3(CCCCC3)OC2=O)c2ccccc21 returned Pin1 inh 1.3%, HP1b chromo inh 26.6%, JMJD2A Tudor -22.3%, POLH inh -7.1%, GLS inhibitor 5.7%, Tb PGK inh 6.8%, PI4K2A block 1.9 and BAZ2B block -15.3%.
For Cc1ccc(-c2nn(-c3ccccc3)cc2CN(Cc2ccccc2)C(=O)CCC(=O)O)o1 the results were Pin1 inh inconclusive, HP1b chromo inh 8.5%, JMJD2A Tudor -26.9%, G9a inh inconclusive, POLH inh -5.9%, GLS inhibitor 0.7%, Tb PGK inh -4.8%, PI4K2A block -4.2 and BAZ2B block inconclusive.
For COc1ccccc1NC(=O)CN1CCN(c2ccccn2)CC1 the results were Pin1 inh -4.8%, HP1b chromo inh 13.9%, JMJD2A Tudor -13.6%, G9a inh 12.4%[59 µM], POLH inh -4.1%, GLS inhibitor 4.1%, Tb PGK inh 8.5%, PI4K2A block 4.3 and BAZ2B block 9.0%.
For COc1cccc(C(=O)CN2C3=NCCCN3c3ccccc32)c1 the results were Pin1 inh -7.1%, HP1b chromo inh 20.0%, JMJD2A Tudor -14.5%, G9a inh inconclusive, POLH inh 11.2%, GLS inhibitor 25.6%, Tb PGK inh -4.9%, PI4K2A block 7.6 and BAZ2B block 6.7%.
For CCOC(=O)Cc1c(C)nc2c(C#N)c(C)nn2c1C the results were Pin1 inh 26.4%, HP1b chromo inh -15.3%, JMJD2A Tudor inconclusive, G9a inh inconclusive, POLH inh -10.2%, GLS inhibitor 25.1%, Tb PGK inh inactive, PI4K2A block -4.5 and BAZ2B block -2.1%.
For COc1ccc(CCNC(=O)C(C)n2nc(C)n3c(cc4occc43)c2=O)cc1OC (stereo not drawn) the results were Pin1 inh 2.7%, HP1b chromo inh 18.6%, JMJD2A Tudor -22.8%, POLH inh -10.1%, GLS inhibitor -1.0%, Tb PGK inh 1.2%, PI4K2A block 4.9 and BAZ2B block 2.0%.
CCCCCn1c(CNC(C)=O)nc2ccccc21 was read as Pin1 inh -1.1%, HP1b chromo inh 30.7%, JMJD2A Tudor -19.8%[57.1 µM], G9a inh 9.3%[59 µM], POLH inh 12.2%, GLS inhibitor 1.8%, Tb PGK inh -5.6%, PI4K2A block -2.2 and BAZ2B block 11.0%.
`CN(c1ccccc1C(=O)O)S(=O)(=O)c1ccc2[nH]c(=O)oc2c1` gave Pin1 inh -8.8%, HP1b chromo inh 23.1%, JMJD2A Tudor -11.7%, G9a inh 1.0%[12.7 µM], GLS inhibitor 1.8%, PI4K2A block -7.9 and BAZ2B block -0.1%.
COc1ccc(N2CCN(C(=O)COC(=O)CCOc3ccccc3C)CC2)cc1 was read as Pin1 inh -7.6%, HP1b chromo inh -21.2%, JMJD2A Tudor inconclusive, G9a inh 31.6µM*, POLH inh -23.4%, GLS inhibitor 24.5%, Tb PGK inh -4.9%, PI4K2A block -1.7 and BAZ2B block inconclusive.
CCN(CC)CCNc1nc2ccccc2n1C was read as Pin1 inh -11.2%, HP1b chromo inh 40.2%[activator], JMJD2A Tudor -3.2%, G9a inh 7.2%[12.7 µM], POLH inh -7.2%, GLS inhibitor 50.4%[activator], Tb PGK inh -2.8%, PI4K2A block 0.7 and BAZ2B block -1.2%.
`CN1CCN(c2ccc(-c3nc(-c4ccccc4)no3)cc2[N+](=O)[O-])CC1` gave Pin1 inh -5.5%, HP1b chromo inh 13.6%, JMJD2A Tudor -27.2%, G9a inh -0.6%[59 µM], POLH inh -20.2%, GLS inhibitor 1.8%, Tb PGK inh 7.1%, PI4K2A block -2.7 and BAZ2B block inconclusive.
CC(C)C1C(=O)N(Cc2cn(CCC3OCCO3)nn2)CCS(=O)(=O)N1Cc1ccc(-c2ccc(F)nc2)cc1 (stereo not drawn) was read as POLH inh -14.9%, GLS inhibitor -28.5%, Tb PGK inh -3.2% and PI4K2A block -9.9.
Screening CC(CCc1ccccc1)NCC(O)c1ccc(O)c(C(N)=O)c1 (stereo not drawn) returned Pin1 inh -0.9%, HP1b chromo inh 18.7%, JMJD2A Tudor -22.3%, G9a inh -1.5%[59 µM], POLH inh 0.2%, GLS inhibitor 9.9%, Tb PGK inh -2.7%, PI4K2A block -1.4&0.8 and BAZ2B block -6.9%.
For COc1ccc(C(=O)Nc2nnc(SCC(=O)NC3CCCC3)s2)c(OC)c1 the results were Pin1 inh -7.5%, HP1b chromo inh 27.0%, JMJD2A Tudor -3.5%, G9a inh -14.8%, POLH inh -6.3%, GLS inhibitor 2.4%, Tb PGK inh -8.5%, PI4K2A block -1.4 and BAZ2B block -1.0%.
Screening CC(C)CCN(C(=S)Nc1cccc(F)c1)C(C)c1cccs1 (stereo not drawn) returned Pin1 inh -2.8%, HP1b chromo inh 97.9%[activator], JMJD2A Tudor 6.8%, G9a inh -1.0%, POLH inh -25.9%, GLS inhibitor 2.1%, Tb PGK inh -5.6%, PI4K2A block 8.2 and BAZ2B block 0.7%.
For COc1ccc(C2C(C#N)C(C#N)N3CCCN23)cc1 (stereo not drawn) the results were Pin1 inh 5.2%, HP1b chromo inh 19.4%, JMJD2A Tudor 0.7%[57.1 µM], G9a inh 15.6%[0.501 µM], POLH inh 8.4%, GLS inhibitor 40.9%[activator], Tb PGK inh -5.0%, PI4K2A block -0.3 and BAZ2B block -10.6%.
Oc1c(Cl)cc(Cl)c(Cl)c1CN1CCOCC1 was read as Pin1 inh -14.9%, HP1b chromo inh -1.0%, JMJD2A Tudor -3.4%, POLH inh -3.6%, GLS inhibitor 3.4%, Tb PGK inh -1.9% and PI4K2A block 9.2.
O=C(COC(=O)c1ccc(Cl)nc1)NCCNC(=O)COC(=O)c1ccc(Cl)nc1 was read as Pin1 inh -0.8%, HP1b chromo inh 17.3%, JMJD2A Tudor -22.8%, G9a inh -6.4%[0.501 µM], POLH inh -1.9%, GLS inhibitor 0.9%, Tb PGK inh 5.3%, PI4K2A block -1.7 and BAZ2B block -0.4%.
`CCOC(=O)c1c(Cc2ccc(Cl)cc2)c[nH]c1C` gave Pin1 inh inconclusive, HP1b chromo inh 4.1%, JMJD2A Tudor -24.5%, G9a inh inconclusive, POLH inh -19.1%, GLS inhibitor 4.2%, Tb PGK inh 11.9%, PI4K2A block -2.7 and BAZ2B block -23.7%.
For CC1=C(C(N)=O)C(c2ccncc2)n2nc(-c3ccccc3Cl)nc2N1 (stereo not drawn) the results were Pin1 inh 1.9%, HP1b chromo inh 1.8%, JMJD2A Tudor -5.6%, G9a inh -10.8%, POLH inh -7.7%, GLS inhibitor 5.7%, Tb PGK inh -8.0%, PI4K2A block -26.6 and BAZ2B block 9.1%.
COc1ccc2nc(N3CCN(C(=O)C4CC4)CC3)sc2c1 was read as Pin1 inh -3.1%, HP1b chromo inh 37.4%, JMJD2A Tudor -5.5%, G9a inh -30.4%[59 µM], POLH inh -18.0%, GLS inhibitor -4.8%, Tb PGK inh -12.1%, PI4K2A block -0.8 and BAZ2B block -1.3%.

From PubChem
